MsrA inhibitor – bovine MsrA inhibition. purified bovine MsrA, absorbance read-out. inhibition, % at 15.5 µM. 360,000 tested, 0.75% active. AID 651718; in the data active means inhibition above about 4.5%;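 further: 0% = vehicle wells with enzyme and 100% = reference inhibitor wells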
LMPTP inh – blocks human LMPTP phosphatase | inhibition, % at 20 µM | 360,000 tested, 0.22% active | P24666 | AID 651560 | recombinant LMPTP-A, OMFP fluorogenic substrate, fluorescence intensity;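 active means compounds that cut the enzyme signal by at least half of the control window in the single-dose screen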;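 further: plate controls were DMSO wells with enzyme plus substrate for no effect and substrate without enzyme for full effect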
Target sequence (P24666 whole entry, looked up): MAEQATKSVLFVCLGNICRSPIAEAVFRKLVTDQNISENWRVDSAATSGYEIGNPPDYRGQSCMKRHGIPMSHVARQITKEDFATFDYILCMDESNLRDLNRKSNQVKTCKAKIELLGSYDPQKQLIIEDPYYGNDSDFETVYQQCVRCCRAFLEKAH
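Test system: LMPTP-A, protein tyrosine phosphatase of low molecular weight; Input: 0.625 nM enzyme; Incubation: 50 min dark incubation at room temperature; Signal: endpoint fluorescence intensity from OMFP dephosphorylation; Read-out basis: % inhibition versus control wells.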
NRP1-CendR mod – modulators of CendR peptide binding to human neuropilin-1; O14786; FAM-RPARPAR peptide binding to NRP-1, fluorescence polarization; inhibition, % at 25 µM; 360,000 tested, 0.85% active; AID 602438;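 active means inhibition or corrected inhibition above about 18%, plus a signal ratio from 0.5 to 1.5, limit read from the data, passing the limit was not always enough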; further: strong numbers were not always called active
SUMO1-SIM PPI – alters human SUMO1 binding to SIM partners. 360,000 tested, 0.33% active. P63165. SUMO1 binding to a labelled peptide, TR-FRET, 1 h. AID 602429. inhibition, % at 20 µM; in the data active means inhibition above about 37%
Target sequence (P63165 whole entry, looked up): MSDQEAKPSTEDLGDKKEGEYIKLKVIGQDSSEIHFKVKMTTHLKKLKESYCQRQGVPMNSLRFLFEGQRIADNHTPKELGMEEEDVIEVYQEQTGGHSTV
eLon inh – inhibits E. coli Lon protease; purified E. coli Lon protease, fluorescence polarization; inhibition, % at 7.94 µM; 360,000 tested, 0.42% active; AID 602123; in the data active means inhibition above about 13%, passing the limit was not always enough;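 further: 0% = enzyme with probe and DMSO and 100% = no enzyme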
DNMT1 block – DNMT1 (human) enzyme inhibition; DNMT1 molecular beacon, Hinp1I cleavage, fluorescence; inhibition (reported as % activation of signal), % at 10 µM; 360,000 tested, 0.83% active; in the data active means inhibition above about 50%
Scp1 inh – inhibitors of human Scp-1 phosphatase | Q9GZU7 | Recombinant Scp1, phosphopeptide, malachite green phosphate absorbance | inhibition, % at 20 µM | 340,000 tested, 0.88% active | AID 493091;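 active means inhibition above about 50% at 20 µM, limit read from the data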;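 further: plate controls were DMSO wells with enzyme for no effect and wells lacking enzyme for full effect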
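Test system – truncated SCP-1 phosphatase (76-261aa) · Reagent – Phosphorylated 17-residue peptide substrate · Incubation – 45 min room-temperature reaction, 5 min colour, 30 min stabiliser · Detection – colorimetric phosphate reagent with accelerator and stabiliser, absorbance at 630 nm · Measure – % inhibition at 20 µM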
STEP inh – inhibitors of human striatal-enriched phosphatase STEP. P54829. recombinant STEP, OMFP fluorogenic substrate, fluorescence. inhibition, % at 20 µM. 360,000 tested, 0.25% active;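 active means inhibition at 20 µM, scaled per plate between control wells, above about 37%, limit read from the data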;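 further: 0% = DMSO with enzyme and substrate and 100% = substrate only without enzyme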
Target sequence (P54829 whole entry, looked up): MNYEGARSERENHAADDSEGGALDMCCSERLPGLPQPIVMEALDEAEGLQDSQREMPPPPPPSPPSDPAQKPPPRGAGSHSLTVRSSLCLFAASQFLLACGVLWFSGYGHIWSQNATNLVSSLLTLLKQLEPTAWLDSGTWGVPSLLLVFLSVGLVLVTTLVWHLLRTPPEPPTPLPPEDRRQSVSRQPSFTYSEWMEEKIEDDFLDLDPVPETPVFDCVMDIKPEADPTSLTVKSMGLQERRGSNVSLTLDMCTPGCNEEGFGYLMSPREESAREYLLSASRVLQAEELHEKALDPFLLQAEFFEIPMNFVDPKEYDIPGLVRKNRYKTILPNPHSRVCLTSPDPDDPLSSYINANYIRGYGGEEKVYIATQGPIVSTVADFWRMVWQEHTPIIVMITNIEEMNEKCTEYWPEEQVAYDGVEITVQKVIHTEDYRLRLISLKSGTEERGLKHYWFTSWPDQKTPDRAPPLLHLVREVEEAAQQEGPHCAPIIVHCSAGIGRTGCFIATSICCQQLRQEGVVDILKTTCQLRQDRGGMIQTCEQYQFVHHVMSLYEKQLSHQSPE
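System: STEP phosphatase, cell-free reaction; Buffer or medium: Bis-Tris pH 6.0 buffer with DTT, detergent; Incubation: 20 min at room temperature, dark; Measured by: fluorescence, 480/540 nm.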
bovine MsrA act – activators of bovine methionine sulfoxide reductase A. activation, % at 10.6 µM. AID 602163. 360,000 tested, 0.3% active. purified bovine MsrA, absorbance read-out; in the data active means activation above about 7.5%;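 further: 0% = vehicle and 100% = reference activator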
TbMetRS inhib – blocks T. brucei methionyl-tRNA synthetase activity. purified T. brucei MetRS, ATP depletion, Kinase-Glo luminescence. inhibition, % at 11.9 µM. 360,000 tested, 0.4% active;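 active means inhibition above a per-plate cutoff of the control wells' mean inhibition plus 3 SD, cut at about 5.5% in these data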;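 further: 0% = DMSO wells median and 100% = median of wells with control inhibitor compound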
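Test system – parasite MetRS enzyme · Reagent – substrates ATP, L-methionine and bulk Escherichia coli tRNA · Doses – 11.9 µM compound single dose, 0.9% DMSO · Times – 15 min enzyme-compound preincubation, 2 h reaction, 10 min detection, 25 °C · Signal – Kinase-Glo luminescence, ATP depletion format · Controls – DMSO-only wells as low control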
Starred values were filed as active, the others as inactive; · = not tested or not shown. Not a hit list; about 4.3% have a hit in one of these screens.

SMILES	MsrA inhibitor	LMPTP inh	NRP1-CendR mod	SUMO1-SIM PPI	eLon inh	DNMT1 block	Scp1 inh	STEP inh	bovine MsrA act	TbMetRS inhib
COc1ccc(OCC(O)CNC(=O)c2sccc2Cl)cc1 (centres undefined)	-0.8	-0.9	4	3	3	1	-7	-3	-4	-0.2
C=CCCC(=O)N1CCCC(Cc2cccc(Cl)c2)(C(=O)OCC)C1 (centres undefined)	1.2	0.2	9	2	0	1	-5	-1	6	-1.7
CCOC(=O)C1CCCN(C(=O)CSc2nc(C)cc(C)n2)C1 (centres undefined)	0.7	-0.9	10	5	6	-2	4	-1	-5	-0.4
Cc1ccccc1-n1c(SC(C)C(N)=O)nnc1-c1cccnc1 (centres undefined)	-1.1	-0.7	5	-2	-2	3	2	-2	-4	-0.7
Cc1cccc(OCCNC(=O)c2cc(-n3cnnc3)ccc2Cl)c1	-0.4	-0.4	6	1	-5	2	1	0	0	-0.8
COc1cc(C2C(C(=O)c3cccs3)=C(O)C(=O)N2c2cc(C)on2)ccc1O (centres undefined)	3.8	-0.9	15	-7	9	0	11	2	-11	-1.3
Oc1ccc(Cl)cc1N=Nc1ccccc1	0.9	2.2	14	-11	2	-1	-9	1	-3	-0.5
Cc1nc(N)sc1N=Nc1ccc(F)cc1	-0.2	-0.1	22	-9	-11	-26	6	-12	-9	-1.6
CSc1ccc(S(=O)(=O)Nc2ccc(F)cc2)cc1	0.8	-0.2	3	-2	-2	-3	-6	-1	-2	-0.4
CC1(C(=O)NCc2ccc(F)c(F)c2)Cc2c(-c3ccc4c(c3)OCO4)ccnc2O1 (centres undefined)	-0.3	1.1	-5	3	1	-1	·	2	-2	0.2
COc1ccc(/C=C/C(=O)OC2CCCCC2CN(C)C)cc1 (centres undefined)	0.1	0.1	-6	-6	3	0	4	-5	-3	-0.2
CCN(CC)CCN(C(=O)c1ccc2c(c1)CCCC2)c1nc2c(C)cccc2s1	0.0	2.3	2	2	-14	0	3	2	-3	-0.2
COc1ccccc1-n1cnnc1SCC(=O)N1CCN(S(=O)(=O)c2ccccc2)CC1	-0.9	-2.1	8	0	4	3	1	4	-3	-0.4
CCN1CCN(c2nc(Nc3ccccc3)nc(N)c2[N+](=O)[O-])CC1	4.8*	-1.7	12	-4	-3	4	-5	0	2	-0.1
COc1cccc(CNC(=O)[C@@H](C)N2C(=O)N3CCc4c([nH]c5ccc(OC)cc45)C3(C)C2=O)c1 (some centres undefined)	-1.4	1.0	-10	0	-9	-14	-1	0	0	1.5
COC(=O)c1ccc(COC(=O)CNC(=O)c2ccc(C)s2)cc1	-0.8	-0.8	14	1	-1	2	-10	-3	-4	-0.4
CCCOc1ccc(-c2nc(C#N)c(NCC3CCCO3)o2)cc1 (centres undefined)	3.5	0.8	8	-3	1	-6	-7	2	-3	-1.1
O=C(OCc1ccccc1)C1CCN(S(=O)(=O)c2cccs2)CC1	-0.4	2.2	-7	16	-1	8	·	2	-1	-0.2
COc1ccc(NC(=O)CN(C)C(=O)c2ccc3ccccc3n2)cc1	0.3	-0.1	19	-2	3	5	-7	-1	-4	-0.3
COc1ccc(-c2csc(C(O)c3cccc(OC)c3)n2)cc1 (centres undefined)	3.2	0.6	6	25	9	1	·	1	-1	-0.1
O=S(=O)(NCc1ccc2c(c1)OCO2)c1ccc2c(c1)oc1ccccc12	-0.7	2.1	4	3	-5	0	-9	0	1	0.1
CC1(c2nnc(-c3ccc(F)cc3)o2)CC(c2ccc(F)cc2)=NO1 (centres undefined)	0.5	-0.2	24*	2	-5	-2	-5	1	-2	-0.5
Cc1cccc(OCC(=O)Nc2ccc(N3CCN(C(=O)c4ccco4)CC3)cc2)c1C	-1.6	1.1	1	1	2	-1	2	0	3	-0.4
CCCN1C(=O)c2ccc(C(=O)NC3=NCCS3)cc2C1=O	1.9	-2.7	-5	-17	1	2	2	0	-3	-1.2
CCN(CC)C(=O)CSc1nnc([C@H](Cc2c[nH]c3ccccc23)NC(=O)OC(C)(C)C)o1	-0.3	-1.9	4	3	-11	-4	-7	4	4	-0.9
COc1ccc(CCN2CC(C(=O)N(C)Cc3cccnc3)CC2=O)cc1OC (centres undefined)	-0.6	-2.9	-6	-2	-3	2	-2	1	-2	-0.2
Cc1ccc(OCC(=O)NC(C)c2ccccc2)cc1C (centres undefined)	1.1	-0.4	5	3	-1	-2	-9	-4	0	-0.5
CC(c1ccccc1)n1cc(C(=O)NCC2CCCO2)nn1 (centres undefined)	-0.4	-1.5	7	3	3	0	-5	-2	0	-0.1
CCC(CO)Oc1cc(NCc2ccccc2)c2ncn(C(C)C)c2c1 (centres undefined)	-0.3	0.2	-3	0	-8	-12	0	-2	0	-0.3
Cc1cc(C)cc(NC(=O)CCn2cnc3cc(C)c(C)cc32)c1	2.4	2.6	0	-1	-2	-4	-1	-1	-1	0.2
COc1ccc(/C=C(\NC(=O)c2ccc(OC)cc2)C(=O)N2CCCCC2)cc1	0.2	-1.6	6	-6	2	2	1	0	-10	-0.3
O=C(C[n+]1cc[nH]c1)c1ccc(Cl)cc1	0.2	-0.9	6	-1	3	-11	-2	-4	-5	-0.5
COc1cc2c(cc1NC(=O)COC(=O)C(CCSC)NC(=O)c1ccccc1Cl)oc1ccccc12 (centres undefined)	1.1	3.1	6	-1	-3	-2	-13	-1	-2	-0.2
Cc1ccc2oc(=S)n(C)c2c1	-0.7	-1.9	-8	3	-12	1	-2	-2	0	-1.0
COCc1ccc(C(=O)N(C)CC2CCCN(CCc3ccccc3F)C2)o1 (centres undefined)	-0.9	-0.7	0	6	-4	-2	-8	-2	-1	0.1
O=C(c1cccc([N+](=O)[O-])c1)N1CCCC(C(=O)N2CCc3ccccc3C2)C1 (centres undefined)	-0.3	0.4	13	-8	-6	-1	-2	-1	-4	0.0
N#CC1=C(N)Oc2ccc3ccc(O)cc3c2C1c1cccnc1 (centres undefined)	6.7*	1.6	-24	11	-20	0	-1	0	-6	-0.1
CCCCc1c(O)nc2sccn2c1=O	-0.4	-1.4	-22	8	-1	-3	-8	0	-4	-0.4
O=c1ccnc(SCc2ccccc2Cl)[nH]1	-0.2	0.1	-5	-1	14	3	-3	0	-15	-0.6
COc1ccc(C#Cc2cnc3c(c2)C(=O)N([C@@H](C)CO)C[C@@H](C)[C@@H](CN(C)CC2CCOCC2)O3)cc1	0.2	-1.6	3	0	0	3	·	2	-2	-1.5
COc1ccc(-c2ccc3c(c2)S(=O)(=O)c2cccc(C(=O)NC[C@@H]4CCCO4)c2C3=O)cc1OC	2.7	1.7	-46	-21	-15	-1	21	1	0	-0.1
Cc1ccc(C(=O)N2CCC(C)CC2)cc1C	-1.9	-0.4	14	2	-7	4	2	-2	-2	-0.4
Nc1ccc(C(O)(C(F)(F)F)C(F)(F)F)cc1	-0.5	-1.3	11	0	0	4	0	-2	-10	-1.6
Cn1ccnc1SCC(=O)Nc1cccc(C(F)(F)F)c1	1.6	0.2	-1	-5	-8	-1	-3	2	1	0.2
O=C(C1CCCCN1S(=O)(=O)c1ccccc1[N+](=O)[O-])N1CCOCC1 (centres undefined)	2.0	1.0	-11	-1	9	1	-2	-2	-2	-0.1
C=CC[C@@H](CC(=O)N(CCO)Cc1ccccc1)C(=O)NCCOC(=O)[C@@H](CC=C)Cc1ccc(F)cc1	-0.5	0.3	-8	6	-1	8	-14	4	0	0.4
Cn1c(=O)n(C)c2cc(NC(=O)c3ccc(F)cc3)ccc21	-0.3	-2.1	-4	3	-6	39	4	-1	-8	-0.9

Assay outcomes from PubChem.
